Bioassay records: PubChem, several laboratories
SDO1 yeast rescue – compounds rescuing growth of sdo1-depleted yeast, bone marrow failure model; S. cerevisiae sdo1-depleted JHY4D growth rescue, OD600 30 h; stronger effect = higher value; pdr5 snq2 efflux-pump mutant strain; z-score at 10 µM; 140,000 compounds, 0.21% hits; AID 817;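 active means z-score above 3 at both the 24 hr and the 30 hr optical density reads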;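 further: z-score against mean and SD of all compound wells on the same plate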
Insulin prom inh – TRM-6 insulin promoter activity inhibition. TRM-6 cells (human fetal islet line), insulin promoter-eGFP reporter, imaging; reporter expression induced with tamoxifen. inhibition, % at 2 µM. 130,000 compounds, 0.9% hits. AID 1273;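 active means inhibition above the mean plus 3 SD, with well images judged a real hit on visual review, cut at about 60% in these data, passing the limit was not always enough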
SDO1 yeast rescue Rescue 24 h – further read-out of SDO1 yeast rescue, marked with its call; z-score; S. cerevisiae sdo1-depleted JHY4D growth rescue, OD600; measured here: growth rescue at 24 h;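 0 is the plate mean of compound wells and units are plate SD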
The depositor's hits bear a star; i = inactive; / = not tested or not shown.

SMILES	SDO1 yeast rescue	SDO1 yeast rescue Rescue 24 h	Insulin prom inh
O=C(CCc1nnc(-c2ccc3c(c2)OCO3)o1)N(Cc1ccncc1)CC1CCCO1 (stereo not drawn)	/	/	25.0
c1ccc(-c2nc3ccccc3s2)nc1	0.55	0.58	/
COc1ccccc1NC(=O)NCC(c1ccco1)N1CCCCC1 (stereo not drawn)	/	/	-40.7
CCCS(=O)(=O)N1CCCC(C(=O)NCCCN(Cc2ccccc2)C(C)C)C1 (stereo not drawn)	1.55	2.19	/
CCN(Cc1ccccc1)C(=O)c1cc2c(=O)oc3ccc(C)cc3c2s1	-0.98	-0.27	/
Cn1c[n+](C)cc1-c1ccc(/C(N)=N/O)cc1	0.51	0.35	/
C=CCN(c1ccc(C(=O)OC)cc1)S(=O)(=O)c1ccccc1	/	/	-35.7
COc1ccc(C(=O)NC(=S)Nc2ccccc2N2CCOCC2)cc1Br	-0.7	0.08	1.6
Cc1onc(-c2ccccc2)c1C(=O)NCc1ccc2c(c1)OCO2	0.74	0.37	/
COC(=O)C1C2C=CC3(CN(Cc4ccco4)C(=O)C13)O2 (stereo not drawn)	0.85	-0.03	59.1
Cc1ccc(NC(=O)CCC(=O)c2cccs2)cc1	0.08	0.46	-33.3
O=C(NCC1CCCCC1)C1CCCN(C(=O)NC2CCCCC2)C1 (stereo not drawn)	0.21	-0.57	/
CC(C)CC(=O)Nc1nnc(SCC(=O)NCc2ccco2)s1	0.45	0.71	/
CCOC(=O)c1cc(NC(=O)N2CCCCC2)c(C)nc1C	-0.24	-0.53	56.2
COc1ccccc1CNC(=O)CSc1ccsc1[N+](=O)[O-]	/	/	-50.0
O=C(COC(=O)CSc1ccc2ccccc2c1)Nc1ccccc1OC(F)F	1.1	0.99	/
O=c1c2ccccc2[nH]c(=S)n1CCCN1CCOCC1	0.98	0.81	/
COc1ccc(-c2cc3ccccc3n2CC(O)Cn2nc(C)cc2C)cc1 (stereo not drawn)	-1.68	-1.02	-15.6
COc1cccc(C2C(C#N)=C(C)NC3=C2C(=O)CC(C)(C)C3)c1 (stereo not drawn)	0.59	0.16	28.1
N#CCC(=O)Nc1ncn(Cc2ccccc2Cl)n1	0.13	0.02	68.8
CC/C(=N\NC(=O)CNC(=O)/C=C/c1ccco1)c1ccccc1	1.14	1	/
COc1ccc(CCNC(=O)Cn2cccc2C(=O)c2ccccc2)cc1OC	1.61	1.01	-16.0
COc1ccc(CNn2c(-c3cccs3)nc3ccccc3c2=O)cc1OC	/	/	-35.7
COc1ccc(CCNS(=O)(=O)c2ccc3c(c2)CCN3C(=O)CCC(=O)O)cc1OC	0.86	0.97	44.4
OC(COCc1ccccc1)CN1CCN(c2ccccc2F)CC1 (stereo not drawn)	0.36	0.13	/
COc1ccc(OC)c(-c2cc(C(F)(F)F)c3c(n2)sc2c(O)cc(=O)[nH]c23)c1	0.07	-1.43	26.5
Nc1c(-c2ccccc2)n[nH]c1-c1ccccc1	0.03	-0.47	40.0
CCN1CCN(Cc2ccccc2NC(=O)Nc2ccc(C)cc2)CC1	1.04	0.37	i
COc1ccc(N(CC(=O)Nc2ccccc2C(=O)NCc2ccco2)S(C)(=O)=O)cc1	-0.16	-0.38	-47.2
COc1cccc(NC(=O)c2ccccc2SC)c1	-0.58	-0.62	-114.3
CCS(=O)(=O)N1CCC(C(=O)NCC2CCCO2)CC1 (stereo not drawn)	-0.59	-1.25	/
CC(C)Nc1nc(NC(C)(C)C)nc(Oc2ccc(=O)n(-c3ccccc3)n2)n1	-0.64	-0.48	-47.2
CN1CC(c2ccccc2Cl)C2(COc3ccccc3C2=O)C12C(=O)Nc1ccccc12 (stereo not drawn)	-0.68	-0.65	3.3
CN(C)c1ccc(NC(=O)c2cccc(N3C(=O)CCC3=O)c2)cc1	-0.51	-0.29	3.0
Cc1ccc(NC(=O)C(CC(C)C)NC(N)=O)cc1 (stereo not drawn)	0.03	-0.08	12.9
Cc1ccc(-n2nc(-c3ccco3)cc2C(=O)O)c(C)c1	/	/	13.3

Just SDO1 yeast rescue Rescue 24 h and SDO1 yeast rescue, for two of the compounds above:
compound,SDO1 yeast rescue Rescue 24 h,SDO1 yeast rescue
Cc1ccc(NC(=O)C(CC(C)C)NC(N)=O)cc1 (stereo not drawn),-0.08,0.03
COc1ccc(N(CC(=O)Nc2ccccc2C(=O)NCc2ccco2)S(C)(=O)=O)cc1,-0.38,-0.16

Next compounds follow:
SMILES	SDO1 yeast rescue	SDO1 yeast rescue Rescue 24 h	Insulin prom inh
CCC1CCCCN1C(=O)Nc1cc(Cl)ccc1OC (stereo not drawn)	/	/	-42.9
O=C1CN(C(=O)/C=C/c2ccc(Cl)cc2)c2ccccc2N1	/	/	-16.7
CSc1nsc(SCCN2C(=O)c3ccccc3C2=O)n1	-1.28	-1.46	62.5
O=C(OCc1ccccc1)Oc1cncc(C(=O)O)c1	-0.05	-0.4	-321.6
Nc1nonc1/C(=N/O)N1CCN(CCO)CC1	0.69	1.09	14.3
COc1ccc(C(=O)Nc2nc3ccccc3[nH]2)cc1S(=O)(=O)N1CCCC1	-0.93	-1.21	-6.2
Cc1onc(C(N)=O)c1C(=O)Nc1ncc(C(F)(F)F)cc1Cl	/	/	41.7
CN(CC(=O)NC1CCCCCCC1)S(=O)(=O)c1cnc[nH]1	/	/	7.1
CN1C(=O)N(S(=O)(=O)c2ccc(F)c(F)c2F)C(=O)C1(C)C	0.53	-0.23	/
Cc1cc(=O)[nH]c(CN2CCOCC2)n1	/	/	-5.6
CCC1SC(CC)C(=O)N(CC(=O)NCCc2ccccc2)C1=O (stereo not drawn)	/	/	-8.3
COc1cc(C2N(c3ccccc3)CCN2c2ccccc2)cc(OC)c1OC	0.82	1.7	/
CCn1cc(CNC(=O)CCSc2nc(-c3ccco3)cc(C(F)(F)F)n2)cn1	0.91	0.44	-8.3
CC1(NC(=O)CC[N+](C)(C)CCO)CS(=O)(=O)CC1S(=O)(=O)[O-] (stereo not drawn)	0.62	0.38	/
C=CCNC(=O)C1CCN(c2c([N+](=O)[O-])cc(C(F)(F)F)cc2[N+](=O)[O-])CC1	-0.23	-0.12	0.0
CSc1ccc(CN2CCCC(CO)(Cc3ccccc3)C2)cc1 (stereo not drawn)	/	/	0.0
O=C(NCc1ccccn1)c1c(Cl)cccc1Cl	-0.72	-1.55	7.1
COc1ccc(C(CNC(=O)c2cccc(Br)c2)N2CCCC2)cc1 (stereo not drawn)	-0.04	0.28	-26.7
O=C1C=C(O)CC(c2ccc(Cl)cc2)C1 (stereo not drawn)	0.72	0.44	-47.4
CCC1Oc2ccc(C)cc2N(CC(=O)N2CCN(c3ccc(F)cc3)CC2)C1=O (stereo not drawn)	0.71	1.81	/
Cc1cccc(NC(=O)c2ccc(-n3cccn3)c([N+](=O)[O-])c2)c1	-0.48	-0.24	-10.3
Cc1csc(NC(=O)c2cc(C)nc3ccccc23)n1	/	/	-8.3
COc1ccc(Nc2nc3c(C)cccc3cc2C#N)cc1	/	/	31.7
COc1ccc(NC(=O)c2sc(SCc3ccccc3)nc2N)cc1	-1.15	0.37	-41.0
N=c1c2c3c(sc2ncn1N)CCCCC3	-0.72	-1.26	/
O=C1NC(Nc2nc3ccccc3s2)(C(F)(F)F)C(=O)N1C1CCCCC1 (stereo not drawn)	-2.46	-1.67	-8.1
CN(C)/C=C1\N=C(c2ccc3c(c2)OCO3)OC1=O	1.06	1.94	-61.5
O=C1c2ccccc2C(=O)N1CCc1nc(-c2ccccn2)no1	-0.1	1.42	/
O=C(O)CCCCCN=C1CCc2ccccc2N1	0.6	2.15	-21.4
O=C(CN1C(=O)CCC1=O)NNc1ccc2ccccc2c1	/	/	-111.8
Cc1ccccc1-c1noc(-c2ccc(Cl)cc2)n1	-0.86	-0.87	38.9
O=S(=O)(CCc1nc2ccccc2o1)c1ccc(Cl)c(Cl)c1	-0.71	-0.31	/
CC(=O)c1sc(NC(=O)c2ccc(Cn3cc(Br)cn3)o2)nc1C	-1.13	-0.93	-64.3
O=C(CSc1nc2ncccc2[nH]1)NCc1ccccc1	0.6	0.6	-62.5
COC(=O)C1=C(C(=O)OC)SC2(S1)C(C(=O)OC)=C(C(=O)OC)SC1=C2c2cc(C)ccc2NC1(C)C	-1.11	-0.63	21.4
O=C(N/N=C/c1ccc(OCc2ccccc2)cc1)c1ccc(O)cc1	/	/	-25.0
CS(=O)(=O)N1CCC(C(=O)Nc2cc(Cl)cc(Cl)c2)CC1	/	/	-6.2
CC(=O)c1cccc(NC(=O)NNC(=O)CCC(=O)Nc2ccc(C)c(C)c2)c1	/	/	22.2
Cc1nc(SCn2nnc3ccccc3c2=O)nc(C)c1C	-0.09	-0.07	7.1
Cc1csc(=Nc2ccccc2)n1CCO	1.25	1.39	/
COc1ccc(CCNC(=O)CSc2nc3[nH]ncc3c(=O)n2-c2ccccc2OC)cc1OC	/	/	-36.4
O=C1c2ccccc2S(=O)(=O)N1CC(O)COc1ccc(Br)cc1 (stereo not drawn)	0.26	0.64	-15.6
O=C(c1ccc2c(c1)OCCO2)C1CCN(S(=O)(=O)c2cccc(F)c2)CC1	-0.45	-0.36	/
CC(=O)C(=Nc1ccc(Cl)cc1Cl)NNc1cccc(Cl)c1	-1.8	-1.98	23.1
Cc1cc(NC(=O)CSc2ccc3nnc(-c4ccccn4)n3n2)no1	1.11	1.27	/
CCCn1c(SCC(=O)N2CC(=O)Nc3ccccc32)nc2ccccc21	1.21	0.89	/
CCOC(=O)C1(C)NC(c2ccc(OC)cc2OC)C2C(=O)N(c3cccc(OC)c3)C(=O)C21 (stereo not drawn)	-0.65	-0.8	/
C=CCOC(=O)C1=C(C)Nc2nnnn2C1c1cccc(OC)c1OC (stereo not drawn)	1.25	1.93	7.1
COc1c(C)cc(Br)cc1C(=O)Nc1cccc(NC(=O)c2ccco2)c1	-1.05	0.61	-32.1
CCC(/C=N/Nc1ccc(S(=O)(=O)N2CCCC2)cc1[N+](=O)[O-])CC	-0.19	-0.07	13.3
O=C1CC(SC2=NCCS2)C(=O)N1c1cccc(Cl)c1Cl (stereo not drawn)	/	/	-20.0
O=C(COC(=O)C1CC2C=CC1C2)Nc1cccc(S(=O)(=O)N2CCCCCC2)c1 (stereo not drawn)	-1.07	-1.85	-15.4
N#C/C(=C\c1ccc(OC(=O)c2ccc(Br)s2)cc1)c1nc2ccccc2[nH]1	0.66	1.96	-9.1
CC1CCCN(S(=O)(=O)c2coc(C(N)=O)c2)C1 (stereo not drawn)	-0.36	-0.96	/
CCNc1nnc(-c2ccncc2)s1	0.82	0.62	-27.9
Cc1ccc(-n2nc3cc(C)c(N)cc3n2)cc1	-0.18	0.71	0.0
CCOc1ccc(NC(=O)COC(=O)c2c(OC)cccc2OC)cc1	-0.25	0.4	17.5
Cc1cccc(N(CC(N)=O)C2SC(=O)NC2=O)c1 (stereo not drawn)	1.09	0.37	45.0
CCOC(=O)c1cnc(SCC(=O)N2CCc3ccccc32)nc1N	-0.1	0.13	-77.3
CCCN(CCC)CCSc1nc(O)c(C(C)C)c(=O)[nH]1	0.48	0.47	/

An excerpt from above in order of heavy-atom count, highest first.
SMILES	SDO1 yeast rescue	SDO1 yeast rescue Rescue 24 h	Insulin prom inh
COC(=O)C1=C(C(=O)OC)SC2(S1)C(C(=O)OC)=C(C(=O)OC)SC1=C2c2cc(C)ccc2NC1(C)C	-1.11	-0.63	21.4
COc1ccc(CCNC(=O)CSc2nc3[nH]ncc3c(=O)n2-c2ccccc2OC)cc1OC	/	/	-36.4
CCOC(=O)C1(C)NC(c2ccc(OC)cc2OC)C2C(=O)N(c3cccc(OC)c3)C(=O)C21 (stereo not drawn)	-0.65	-0.8	/
COc1ccc(N(CC(=O)Nc2ccccc2C(=O)NCc2ccco2)S(C)(=O)=O)cc1	-0.16	-0.38	-47.2
O=C(COC(=O)C1CC2C=CC1C2)Nc1cccc(S(=O)(=O)N2CCCCCC2)c1 (stereo not drawn)	-1.07	-1.85	-15.4
CCn1cc(CNC(=O)CCSc2nc(-c3ccco3)cc(C(F)(F)F)n2)cn1	0.91	0.44	-8.3
COc1ccc(-c2cc3ccccc3n2CC(O)Cn2nc(C)cc2C)cc1 (stereo not drawn)	-1.68	-1.02	-15.6
COc1ccc(C(=O)NC(=S)Nc2ccccc2N2CCOCC2)cc1Br	-0.7	0.08	1.6
C=CCOC(=O)C1=C(C)Nc2nnnn2C1c1cccc(OC)c1OC (stereo not drawn)	1.25	1.93	7.1
COc1ccccc1NC(=O)NCC(c1ccco1)N1CCCCC1 (stereo not drawn)	/	/	-40.7
O=C1c2ccccc2S(=O)(=O)N1CC(O)COc1ccc(Br)cc1 (stereo not drawn)	0.26	0.64	-15.6
C=CCN(c1ccc(C(=O)OC)cc1)S(=O)(=O)c1ccccc1	/	/	-35.7
COc1ccc(Nc2nc3c(C)cccc3cc2C#N)cc1	/	/	31.7
CCCN(CCC)CCSc1nc(O)c(C(C)C)c(=O)[nH]1	0.48	0.47	/
CCC1CCCCN1C(=O)Nc1cc(Cl)ccc1OC (stereo not drawn)	/	/	-42.9
O=C(O)CCCCCN=C1CCc2ccccc2N1	0.6	2.15	-21.4
Cc1ccc(-n2nc3cc(C)c(N)cc3n2)cc1	-0.18	0.71	0.0
Cn1c[n+](C)cc1-c1ccc(/C(N)=N/O)cc1	0.51	0.35	/
N=c1c2c3c(sc2ncn1N)CCCCC3	-0.72	-1.26	/
O=C1C=C(O)CC(c2ccc(Cl)cc2)C1 (stereo not drawn)	0.72	0.44	-47.4
CCNc1nnc(-c2ccncc2)s1	0.82	0.62	-27.9
